KCNQ2 inh: KCNQ2 potassium channel inhibitors, primary screen, cell-based, CHO-K1, FluxOR thallium flux, B-score (AID 2156); Potassium voltage-gated channel subfamily KQT member 2 (Rattus norvegicus), O88943; 20 min; hits give low values; B-score at 10 µM; actives 1.1% (n = 310,000);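 active = fluorescence ratio B-score at most minus 3 library SDs, with starting brightness B-score within 2 library SDs, cut at about -5.5 in these data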
STK33 kinase inh: inhibitors of purified STK33 kinase, primary screen, biochemical, ADP-Glo luminescence, homogeneous, cell-free; Serine/threonine-protein kinase 33 (Homo sapiens), Q9BYT3; MBP phosphorylation; inhibition, % at 10 µM; actives 0.073% (n = 320,000);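 active = inhibition at or above 25%, using the most active replicate where run in duplicate; inactive = inhibition below 25%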
Target sequence (Q9BYT3 whole entry, looked up): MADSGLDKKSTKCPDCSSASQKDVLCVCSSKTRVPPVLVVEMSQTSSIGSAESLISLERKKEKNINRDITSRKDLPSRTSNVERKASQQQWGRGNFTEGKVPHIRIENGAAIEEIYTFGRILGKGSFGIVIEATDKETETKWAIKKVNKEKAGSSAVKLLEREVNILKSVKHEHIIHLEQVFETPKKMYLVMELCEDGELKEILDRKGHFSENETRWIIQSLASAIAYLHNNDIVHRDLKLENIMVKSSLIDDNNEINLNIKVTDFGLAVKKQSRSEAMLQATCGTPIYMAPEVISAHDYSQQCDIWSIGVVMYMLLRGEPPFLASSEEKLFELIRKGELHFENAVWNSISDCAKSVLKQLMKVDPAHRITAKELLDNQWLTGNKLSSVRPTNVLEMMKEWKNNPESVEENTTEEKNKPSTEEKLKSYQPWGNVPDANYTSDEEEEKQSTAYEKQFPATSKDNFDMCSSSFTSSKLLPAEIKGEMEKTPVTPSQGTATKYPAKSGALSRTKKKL
Kir21 block: inhibitors of mouse Kir2.1 inward-rectifier potassium channel; HEK293-Kir2.1, FluxOR thallium flux fluorescence; hits give low values; B-score at 10 µM; AID 1672, 2009; actives 0.85% (n = 310,000);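 active = fluorescence ratio B-score at or below minus 3 SD of library scores, with starting-brightness B-score within 2 SD, cut at about -4.2 in these data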;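 also: channel flux triggered by added potassium and thallium sulfate stimulus; B-score of peak minus minimum fluorescence over baseline after thallium stimulus; more negative B-score means stronger Kir2.1 block with less thallium influx; some compounds called inactive have numbers as strong as hits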
Target sequence (P35561 whole entry, looked up): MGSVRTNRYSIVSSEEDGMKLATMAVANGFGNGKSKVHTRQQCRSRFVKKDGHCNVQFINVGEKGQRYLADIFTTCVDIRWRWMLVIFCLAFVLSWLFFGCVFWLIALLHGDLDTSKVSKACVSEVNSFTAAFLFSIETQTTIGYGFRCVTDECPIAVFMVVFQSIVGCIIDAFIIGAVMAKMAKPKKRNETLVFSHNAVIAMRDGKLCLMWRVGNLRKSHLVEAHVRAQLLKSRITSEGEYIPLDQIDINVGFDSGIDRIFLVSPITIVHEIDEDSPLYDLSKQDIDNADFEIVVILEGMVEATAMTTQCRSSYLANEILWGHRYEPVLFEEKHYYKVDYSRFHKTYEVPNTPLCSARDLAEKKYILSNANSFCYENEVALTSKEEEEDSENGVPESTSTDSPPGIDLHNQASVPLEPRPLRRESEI
The depositor's hits bear a star; i = inactive. Compounds as they come; about 1.9% have a hit in one of these screens.

SMILES	KCNQ2 inh	STK33 kinase inh	Kir21 block
O=C(NC1CCCCC1)C1CC(=O)N(CCc2ccc(F)cc2)C1 (stereo not given)	i	-0.1	-2.2
O=C(c1ccco1)N1CCN(c2cc(N3CCOCC3)c(F)cc2[N+](=O)[O-])CC1	i	0.3	1.2
COc1ccc(NC(=O)CSc2nc3c(c(-c4cccs4)c2C#N)CN(C)CC3)cc1OC	i	-0.5	-0.98
Cc1cc(C)c(C#N)c(SCC(O)CS(=O)(=O)Cc2ccccc2)n1 (stereo not given)	i	-0.5	-2.2
CCc1nc(NCC2CCCO2)c2oc3ccccc3c2n1 (stereo not given)	i	0.9	-1.8
COc1ccccc1C(=O)NCCCNC(=O)c1ccccn1	i	-2.7	-0.84
CCn1c(=O)cc(OCC(=O)NCc2ccco2)c2ccccc21	i	-1.0	-1.1
O=C(/C=C/c1ccccc1)Oc1coc(CSc2ncccn2)cc1=O	i	-1.8	-2.6
COc1ccc(OC)c(C(c2nnnn2Cc2ccccc2)N2CCN(C3CCCCC3)CC2)c1 (stereo not given)	i	-1.1	-0.8
CCCCC/C=C\C[C@H](O)/C=C/c1cccc(C[C@H](O)CCCCO)n1	i	0.0	-1.2
O=C(Nc1ccc(S(=O)(=O)Nc2nccs2)cc1)c1cccc(N2C(=O)c3ccccc3C2=O)c1	i	-0.9	-0.27
Cc1noc(N)c1C1(O)C(=O)Nc2c(Cl)cc(Cl)cc21 (stereo not given)	i	-3.3	0.7
Cc1ccccc1N1C(=O)C(Cl)=C(N2CCOCC2)C1=O	i	-0.1	-0.55
CCOc1ccccc1NC(=O)CN1CCCCCC1	i	-0.2	-2.2
COc1cccc(CC(=O)OCC(=O)Nc2nnc(-c3ccccc3)o2)c1	i	-1.8	0

At a glance, some entries already given:
SMILES	KCNQ2 inh	STK33 kinase inh	Kir21 block
COc1ccccc1C(=O)NCCCNC(=O)c1ccccn1	i	-2.7	-0.84
CCn1c(=O)cc(OCC(=O)NCc2ccco2)c2ccccc21	i	-1.0	-1.1
O=C(/C=C/c1ccccc1)Oc1coc(CSc2ncccn2)cc1=O	i	-1.8	-2.6
COc1ccc(OC)c(C(c2nnnn2Cc2ccccc2)N2CCN(C3CCCCC3)CC2)c1 (stereo not given)	i	-1.1	-0.8
CCCCC/C=C\C[C@H](O)/C=C/c1cccc(C[C@H](O)CCCCO)n1	i	0.0	-1.2
O=C(Nc1ccc(S(=O)(=O)Nc2nccs2)cc1)c1cccc(N2C(=O)c3ccccc3C2=O)c1	i	-0.9	-0.27
Cc1noc(N)c1C1(O)C(=O)Nc2c(Cl)cc(Cl)cc21 (stereo not given)	i	-3.3	0.7

Going on with the list.
SMILES	KCNQ2 inh	STK33 kinase inh	Kir21 block
COc1ccc(CCNS(=O)(=O)c2ccc3c(c2)OCCO3)cc1OC	i	-1.7	-1.2
O=[N+]([O-])c1c(Nc2ccccc2O)cc(N2CCOCC2)c2nonc12	i	1.3	1.8
CC(=O)c1ccc(N2C(=NC(=O)CCc3ccccc3)SC3CS(=O)(=O)CC32)cc1 (stereo not given)	i	-5.5	0.42
CC(C)CC(=O)c1c[nH]c(C(=O)NCc2cccs2)c1	i	-1.9	0.35
CCc1nc(SCc2ccc(C(=O)OC)o2)n[nH]1	i	-1.7	1.6
O=S(=O)(NCCc1c[nH]c2ccccc12)c1ccccc1	i	-1.0	-1.7
CC1(C)Oc2ccc3ccc(=O)oc3c2/C(=C/Nc2ccccn2)C1=O	i	1.2	2.4
COC(=O)c1ccc(C(=O)NC2CCCc3c2cnn3-c2ccc(C)c(C)c2)cc1 (stereo not given)	i	0.9	1.1
COc1ccc(NC2CCCN(Cc3cccc4cnccc34)C2)cc1OC (stereo not given)	i	-2.2	-0.66
CS(=O)(=O)N(CC(=O)Nc1ccccc1C(=O)NCc1ccco1)c1ccccc1F	i	0.2	-0.03
Nc1nc(SCC(=O)c2cccc([N+](=O)[O-])c2)n[nH]1	i	-1.2	-0.56
COC(=O)c1nc(C(=O)OC)c(C(=O)OC)nc1C(=O)OC	i	-0.3	-0.12
Cc1ccc([N+](=O)[O-])cc1NC(=O)CCc1ccccc1	i	0.3	-0.5
Cn1c(=O)c2c(nc(CN3CCN(c4ccc(F)cc4)CC3)n2CCN2CCOCC2)n(C)c1=O	i	-0.8	-0.03
Cc1cnc(NC(=O)CSc2nnc(-c3ccccc3)n2Cc2ccccc2)s1	i	-2.1	0.69
Cc1ccc(Cn2c(C3CCCN3c3nc(-c4cc(Cl)c(N)c(Cl)c4)cs3)nc3cc(C(=O)NCCCO)ccc32)cc1 (stereo not given)	i	-1.0	0.61
S=C(NCc1ccco1)Nc1ccc(Cl)cc1	i	-0.5	0.42
COc1ccc2cc(C3CC(c4ccco4)=NN3S(=O)(=O)c3ccccc3)c(Cl)nc2c1 (stereo not given)	i	11	3.1
Cc1ccc(S(=O)(=O)N2CCCCC2CCNC(=O)C(=O)Nc2ccccc2F)cc1 (stereo not given)	i	-0.3	-0.5
Cc1cc(C)c2c(CN3CCOCC3)cc(=O)oc2c1	i	-0.2	-0.71
O=C(NCc1cccs1)c1cccnc1SCCS(=O)(=O)c1ccc(C(F)(F)F)cn1	i	-1.0	0.18
Cc1ccc(NC(=S)NCCSc2ccc(Cl)cc2)cc1	i	-0.4	0.13
COc1c(C(=O)Nc2ccc3[nH]c(=O)[nH]c3c2)cc2ccccc2c1Br	i	-2.8	0.69
CSc1sc(-c2nnc(SCC(=O)Nc3ccccc3)n2C)c2c1C=CCC2	i	-1.4	1.2
COc1ccc(S(=O)(=O)N(CC(=O)NCC2CCCO2)Cc2ccccc2)cc1C (stereo not given)	i	0.0	0.95
CCOC(=O)c1sc(NC(=O)c2ccc(S(=O)(=O)N3CCOCC3)cc2)cc1C	i	1.5	-0.48
CCOC(=O)CC12CN3CN(C1)CC(CC(=O)OCC)(C3)C2=O	i	-1.4	-0.07
Cc1ccc(/C=C2\SC(=S)N(C3CCS(=O)(=O)C3)C2=O)cc1 (stereo not given)	i	1.1	-0.04
CSc1nnc(-c2sc3cc(Cl)ccc3c2Cl)n1C	i	2.2	-1.3
COC(=O)C(Cc1ccccc1)NC(=O)CNC(=O)c1ccc(Br)cc1 (stereo not given)	i	0.8	-0.22

Taken from above:
In Kir21 block, `CCn1c(=O)cc(OCC(=O)NCc2ccco2)c2ccccc21` reads -1.1
In Kir21 block, `COC(=O)c1nc(C(=O)OC)c(C(=O)OC)nc1C(=O)OC` reads -0.12
In STK33 kinase inh, `Cc1noc(N)c1C1(O)C(=O)Nc2c(Cl)cc(Cl)cc21` (stereo not given) reads -3.3

Later entries
SMILES	KCNQ2 inh	STK33 kinase inh	Kir21 block
O=C1NCC(c2ccccc2)C1C(=O)N/N=C/c1ccc(Cl)s1 (stereo not given)	i	-0.4	-0.57
COc1cccc(NC(=O)NC2(C(=O)N3CCN(C)CC3)CCCCC2)c1	i	-2.4	0.51
COc1ccc(CC(=O)NC2CC(C)(C)NC(C)(C)C2)cc1	i	0.6	-0.23
CCCc1ccc(-c2cc(NC(=O)CSc3n[nH]c(N)n3)n(-c3ccccc3)n2)cc1	i	0.9	1.6
O=C(OCc1nc2ccccc2s1)c1cccc(S(=O)(=O)N2CCOCC2)c1	i	-1.3	-0.18
Cc1c(C(=O)N2CCN(c3ccccn3)CC2)cccc1[N+](=O)[O-]	i	-0.4	-1.6
CCn1c2c(c3ccc(OC)cc31)CCCC2=O	i	-1.9	0.05
Cc1ccc2cc(CN(CC3CCCO3)C(=S)NCc3ccco3)c(=O)[nH]c2c1 (stereo not given)	i	-0.6	-1.9
Cc1sc2ncnc(Nc3ccccc3)c2c1C	i	2.3	-0.17
Cc1nn(-c2ccccc2)c(C)c1C(=O)OCC(=O)NC(=O)NC1CCCCC1	i	-1.1	-0.22
Cc1cc(NC(=O)CSc2nnc(C)n2C)no1	i	-2.3	0.76
Cc1ccc(NC(=O)N2CCN(C(=O)c3ccco3)CC2)cc1Cl	i	-0.4	2.4
CCCC(=O)Nc1nc2nc(-c3ccccc3)cc(-c3ccccc3)n2n1	i	-0.3	-0.04
CC(=O)Nc1ccc(S(=O)(=O)N(CC(=O)O)Cc2ccccc2)cc1	i	0.8	-0.99
CCOC(=O)N1CCN(CC(=O)Nc2nnc(C(F)(F)F)s2)CC1	i	2.8	-0.5

Molecules listed so far with bromine:
SMILES	KCNQ2 inh	STK33 kinase inh	Kir21 block
COc1c(C(=O)Nc2ccc3[nH]c(=O)[nH]c3c2)cc2ccccc2c1Br	i	-2.8	0.69
COC(=O)C(Cc1ccccc1)NC(=O)CNC(=O)c1ccc(Br)cc1 (stereo not given)	i	0.8	-0.22

Following part
SMILES	KCNQ2 inh	STK33 kinase inh	Kir21 block
COc1ccc2nc(NC(=O)CCc3ccc(OC)c(OC)c3)sc2c1	i	1.0	1.2
CCc1cc(=O)oc2cc(C)cc(OCC(=O)NCCc3c[nH]c4ccccc34)c12	i	0.2	-0.48
Cc1ccccc1N1CCN(C(=S)c2ccc(-c3cccc([N+](=O)[O-])c3)o2)CC1	i	-3.5	0.02
CCOC(=O)Nc1ccc2c(c1)N(CCCN(C)C)c1ccccc1CC2	i	0.3	-0.08
CCOCCCNC(=O)CCNS(=O)(=O)c1ccc(C)cc1	i	-0.7	-1.2
CC[n+]1ccccc1/C=C1\Sc2ccc(C)cc2N1C	i	0.4	-7.2
CCOC(=O)COc1ccc2c(c1)C(=O)CC(C)(C)O2	i	-1.7	0.3
COc1ccc(CNC(=O)C(C)n2nc(C)c3c(C)n(-c4ccc(C)cc4)nc3c2=O)cc1 (stereo not given)	i	-1.7	-0.02
C[C@@H]1C=CC(=O)O[C@@H]1c1ccc(Cl)cc1	i	0.7	-2
O=C(N/N=C/c1ccccn1)c1cc(-c2ccc(Br)s2)[nH]n1	i	-0.4	0.26
CN(Cc1ccccc1)Cc1nc2c(c(=O)n(C)c(=O)n2C)n1CCc1ccccc1	i	-0.5	-2.5
Cc1nn(C)c(Cl)c1CN1CCN(C2CCCC2)C(CCO)C1 (stereo not given)	i	0.9	-1.5
O=C(O)CC(NC(=O)CCc1ccccc1)c1ccc(Cl)cc1 (stereo not given)	i	-0.9	-0.01
CCOC(=O)c1ccccc1NC(=O)CC1SC(=NC)N(C)C1=O (stereo not given)	i	-2.1	-1
O=C(NCc1ccc(Cl)cc1)c1cccc(NC(=O)c2ccccc2)c1	i	-3.3	0.89
CCOc1ccc(-n2c(C)cc(/C=N/NC(=O)C(N)=O)c2C)cc1	i	-0.7	-0.34
C=CCNC(=S)Nc1cc(S(=O)(=O)N2CCOCC2)ccc1-n1cncn1	i	-0.6	-1.6
CS(=O)(=O)N(CC(=O)NCc1ccncc1)c1cc(Cl)cc(Cl)c1	i	-0.2	-0.11
CCCn1c(SCC(=O)N2CCc3ccccc32)nnc1-c1ccco1	i	-1.5	0.02
Cc1ccc(C)c(SCC(=O)Nc2oc(C)c3c(C)n[nH]c(=O)c23)c1	i	0.2	-1.9
CNC(=O)/C(C#N)=C/c1c(N2CCN(c3ccc(OC)cc3)CC2)nc2c(C)cccn2c1=O	i	-0.9	-0.82
O=[N+]([O-])c1ccc2c(c1)nc(CO)n2Cc1ccccc1	i	-1.6	-1.3
COc1cccc(SCc2noc(C(=O)NCCC(C)C)c2C(=O)NCCC(C)C)c1	i	-0.9	-0.67
CCCNc1c(NS(=O)(=O)c2ccc3c(c2)CCCC3)c(=O)oc2ccccc12	i	-2.6	-0.24
Cc1cc(C(=O)COC(=O)CCC(=O)c2ccc3c(c2)OCCO3)c(C)n1Cc1ccco1	i	-0.4	-0.29
CCOC(=O)c1cnc(-n2nc(C)cc2C)nc1Oc1ccccc1F	i	-0.4	0.06
c1csc(-c2noc(COc3ccc4c(c3)CCCC4)n2)c1	-6*	0.5	0.78
S=C(N/N=C/c1ccc(Br)cc1)N1CCCCC1	i	-1.0	2.1
Cc1ccc2oc(=O)c3cnn(CC(=O)NC4CCCCC4C)c3c2c1 (stereo not given)	i	-0.1	0.25
COc1ccc(CN2CCC(N3CCC(C(=O)N4CCOCC4)CC3)CC2)c(F)c1	i	-1.6	-0.38
O=C(Nc1ccc(F)cc1F)c1ccc2nc(N3CCOCC3)sc2c1	i	4.5	2
Cc1cc(C)nc(SCC(=O)N2CCc3ccccc32)n1	i	-1.3	-1.2
Cc1ncoc1C(=O)N1CCCC(CCC(=O)NCc2ccc(F)c(F)c2)C1 (stereo not given)	i	-0.3	0.46
CCC(C)[C@H](N)c1nnc(SCC(=O)Nc2ccc(C)cc2C)o1 (stereo not given in full)	i	-2.7	-1.9
Cc1ccc(CSc2nnc(-c3ccncc3)n2CC2CCCO2)cc1 (stereo not given)	i	-1.7	1.2
O=S(=O)(Nc1ccccc1)c1ccc2c(c1)CCO2	i	-0.1	0.72
c1ccc(Cn2nnc(CNc3ccccc3)c2-c2c(CNc3ccccc3)nnn2Cc2ccccc2)cc1	i	-0.3	0.98
O=C(CSc1nc(O)cc(=O)[nH]1)C1CC1	i	-1.4	-0.29
O=S(=O)(c1ccc(Cl)cc1)N1CCN(c2ccc(N3CCOCC3)nn2)CC1	i	2.2	-0.91
CN1CCc2c(sc3c2C(=O)NC(/C=C/c2ccco2)N3)C1 (stereo not given)	i	1.7	0.71
Cc1nn(-c2ccccc2)c(OC(=O)c2cccs2)c1S(=O)(=O)c1ccc([N+](=O)[O-])cc1	i	-2.7	-0.06
CN(C)c1ccc(/C=N/NC(=O)c2nnn(-c3nonc3N)c2COc2ccc(F)cc2)cc1	i	-0.1	0.24
CCCN1CCN(CCCNC(=O)Cn2nc(-c3ccc(Cl)cc3)ccc2=O)CC1	i	0.4	-0.18
CCOC(=O)N1CCN(C(=O)/C=C/c2ccc3c(c2)OCO3)CC1	i	1.5	-0.04

High-throughput results (PubChem)
